Abeta yeast res = compounds reversing amyloid beta toxicity in yeast. Potency, µM (doses to about 46.1 µM), for inactives: top-dose growth rescue, most hits filed as activators. yeast expressing A-beta42, growth rescue, OD600, 48 h; response scale: 0% DMSO, 100% iron-clioquinol control. AID 1347071. actives 0.063% (n = 410,000); further: potency means the concentration at half of the fitted maximal effect; nearly all actives have a fitted effect of over 55% in size
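Yeast growth medium received pinned compounds, then yeast cells expressing toxic A-beta were added; plates incubated at 30 C for 48 hr. Growth read as absorbance at 600 nm, normalized to DMSO and equimolar FeCl3 plus clioquinol controls.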
Akt phos inh = blocks phosphorylation of Akt; Neuro2A IGF-stimulated pAkt S473 HTRF, 20 min; active compounds read low; activity change, % for hits at 50 µM; actives 0.32% (n = 360,000); AID 651550; in the data active means activity change below about -80%; inconclusive means mostly about -51% to -80%; further: on the % scale 0 is the no-effect control and ±100 the full control effect
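Single-point screen (50 µM final compound) in Neuro2A cells stimulated 20 min with 6 nM IGF at 37 deg C. After lysis, Ser473-phosphorylated Akt read by HTRF (ex 330 nm, em 615/665 nm) as the 665/615 ratio.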
aSyn rescue = rescues yeast growth from alpha-synuclein toxicity | Potency, µM (top dose mostly 46.1 µM), inactives show at the top dose growth rescue (activation), most hits filed as activators | Yeast expressing alpha-synuclein, growth rescue, BacTiter-Glo, 24 h | actives 0.14% (n = 370,000) | AID 652106; further: potency means the concentration at half of the fitted maximal effect; % of control where 0% means no effect; nearly all actives have a fitted effect of over 65% in size
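Rescue of yeast growth: cells expressing toxic alpha-synuclein, induced in galactose at OD600 0.02, incubated with compound 24 h at 30 C. ATP luminescence quantified growth; inhibitors of toxicity appear as activators.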
PTHR1 ag = PTHR1 (human) receptor agonism | Potency, µM (titrated, usually from 115 µM), inactives show at the highest dose activation, hits mostly activators | actives 0.075% (n = 410,000) | Q03431 | HEK293 GP2 PTHR1 cells, GloSensor cAMP luminescence, 1 h; further: potency means the concentration at half of the fitted maximal effect; nearly all actives have a fitted effect of over 55% in size; some results filed as inactive show a strong effect at the top dose; inactives centre near -15; many of its hits are not listed in these tables
Target sequence (Q03431 whole entry, looked up): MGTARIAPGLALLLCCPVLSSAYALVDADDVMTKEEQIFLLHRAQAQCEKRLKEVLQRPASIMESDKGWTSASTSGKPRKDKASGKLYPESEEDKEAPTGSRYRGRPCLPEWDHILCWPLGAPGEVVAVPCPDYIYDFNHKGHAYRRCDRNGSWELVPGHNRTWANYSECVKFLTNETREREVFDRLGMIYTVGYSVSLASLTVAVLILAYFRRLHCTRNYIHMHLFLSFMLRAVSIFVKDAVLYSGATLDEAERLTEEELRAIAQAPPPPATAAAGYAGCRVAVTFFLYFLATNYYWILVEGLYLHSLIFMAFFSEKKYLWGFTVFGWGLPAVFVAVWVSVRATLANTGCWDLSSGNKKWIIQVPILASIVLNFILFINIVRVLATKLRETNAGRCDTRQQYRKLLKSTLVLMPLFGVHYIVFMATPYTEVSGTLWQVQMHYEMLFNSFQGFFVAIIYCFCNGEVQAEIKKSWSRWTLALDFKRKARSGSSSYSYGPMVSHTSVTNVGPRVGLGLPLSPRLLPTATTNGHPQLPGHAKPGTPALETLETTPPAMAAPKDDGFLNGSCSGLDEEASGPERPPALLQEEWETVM
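HEK-293-derived GP2 cells expressing PTHR1 and a GloSensor cAMP reporter, 3,000/well, plated overnight, given luciferin plus IBMX (each 0.5 mM as added) for 1 h at 37 °C, then compound for 1 h at 37 °C. Luminescence was read after 15 min at room temperature.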
GLP-1R inv ag = GLP-1 receptor (human) inverse agonism; P43220; HEK293 GLP-1R CRE-luciferase, luminescence, 24 h; GLP-1R form is constitutively active; Potency, µM (titrated, usually from 38.3 µM), for inactives: top-dose activity change, negative = inhibition, actives largely listed as inhibitors; actives 1.6% (n = 410,000); AID 624417; further: potency means the concentration at half of the fitted maximal effect; on the % scale 0 is the no-effect control and ±100 the full control effect; nearly all actives have a fitted effect of over 55% in size
Target sequence (P43220 whole entry, looked up): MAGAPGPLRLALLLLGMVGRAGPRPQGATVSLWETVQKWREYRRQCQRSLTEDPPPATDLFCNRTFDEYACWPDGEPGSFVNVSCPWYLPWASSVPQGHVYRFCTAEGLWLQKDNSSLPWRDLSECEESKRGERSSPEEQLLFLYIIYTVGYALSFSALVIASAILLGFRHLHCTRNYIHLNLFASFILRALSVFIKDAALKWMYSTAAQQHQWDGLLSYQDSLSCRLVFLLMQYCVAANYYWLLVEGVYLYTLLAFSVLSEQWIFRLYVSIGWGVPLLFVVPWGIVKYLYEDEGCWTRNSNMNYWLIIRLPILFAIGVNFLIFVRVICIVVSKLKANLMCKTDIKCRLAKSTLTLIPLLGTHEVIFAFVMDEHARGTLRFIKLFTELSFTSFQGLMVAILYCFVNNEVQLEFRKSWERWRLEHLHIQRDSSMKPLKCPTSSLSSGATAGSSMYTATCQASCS
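Inverse agonism was detected as reduced cAMP-driven luciferase luminescence after 24 h compound treatment. The cells were HEK293 clones expressing constitutively active human GLP-1R with the reporter. Reporter-only and GPR119 cell lines served as counterscreen controls.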
FUS yeast rescue = rescues growth of FUS-expressing yeast | S. cerevisiae FUS-expressing, growth rescue, OD600, 24 h | Potency, µM (top dose mostly 76.6 µM), for the others: at the highest dose growth rescue (activation), hits mostly activators | actives 0.24% (n = 390,000) | AID 1347120;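 further: potency means the concentration at half of the fitted maximal effect; plate controls were DMSO vehicle for no effect and reference control for full effect; nearly all actives have a fitted effect of over 55% in size; some results filed as inactive show a strong effect at the top dose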
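S. cerevisiae expressing FUS from galactose induction served as the toxicity model. Growth after 24hr at 30C, read as absorbance at 600 nm, indicates suppression of toxicity; compounds dosed at several concentrations.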
GLP1R cytotox = cytotoxicity in counter-screen for GLP-1R inverse agonists; HEK293 cAMP-luciferase reporter cells, luminescence, 24 h; actives 0.13% (n = 410,000); Potency, µM (top dose mostly 38.3 µM), for inactives: at the top dose activity change, negative = inhibition, actives largely listed as inhibitors;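 further: loss of luciferase light is scored as toxicity; potency means the concentration at half of the fitted maximal effect; on the % scale 0 is the no-effect control and ±100 the full control effect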
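To flag toxic compounds, the library was rerun on cells for 24 hr at 37 deg C and 5% CO2. Viability-linked luminescence was captured 12 min after adding luciferase detection reagent.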
Mm-Cpn inhibitor = M. maripaludis TRiC chaperonin inhibition; purified Mm-Cpn ATPase, ADP Transcreener TR-FRET; Potency, µM (highest dose often 76.9 µM), without a hit: at the highest dose activity, negative = inhibition, most hits filed as inhibitors; actives 0.031% (n = 330,000); AID 504842; further: potency means the concentration at half of the fitted maximal effect; on the % scale 0 is the no-effect control and ±100 the full control effect; nearly all actives have a fitted effect of over 80% in size
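TR-FRET (320 nm excitation; 590 and 665 nm emission) reports ADP made from 10 uM ATP by 25 nM enzyme; compounds were preincubated 10 min, reaction run 30 min, both at 37°C.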
TDP43 rescue = TDP-43 toxicity inhibition in yeast; Potency, µM (top dose mostly 46.1 µM), inactives show at the highest dose growth rescue (activation), actives largely listed as activators; actives 1.8% (n = 410,000); AID 652104; TDP-43 expressing yeast growth rescue, BacTiter-Glo, 24 h; further: potency means the concentration at half of the fitted maximal effect; % of control where 0% means no effect; nearly all actives have a fitted effect of over 50% in size
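Yeast expressing TDP-43 (pregrown in raffinose, seeded at OD600=0.02 in galactose medium) exposed to compounds 24 hr at 30 deg C. Growth read by BacTiter-Glo luminescence; rescue of toxicity appears as increased signal.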
* marks the source's active call; other numbers are inactive results; i = inactive; u = inconclusive; x = no result given; & = joins results of further samples; [ ] = dose if it differs, or a comment. Unless noted, the call rests on the fitted dose curve; in most records, active means well fitted curve in the direction sought with a large enough effect; inconclusive means small, poorly fitted or top-dose-only effect, or another doubt; inactive means no such curve, though single readings can be large; an effect the other way counts as inactive or inconclusive.

structure,Abeta yeast res,Akt phos inh,aSyn rescue,PTHR1 ag,GLP-1R inv ag,FUS yeast rescue,GLP1R cytotox,Mm-Cpn inhibitor,TDP43 rescue
CCCn1c(=O)c2sccc2n2c(CCCC(=O)NCc3cccnc3)nnc12,10.1%,i,1.6%,i,3.3%,-3.8%,-6.4%,2.2%,-11.7%
CCc1ccc(NC(=O)c2ccc3c(=O)n4c(nc3c2)CCCCC4)cc1,-13.8%,i,0.0%,-95.5%[inhibitor],u,49.5%,-14.1%,0.1%,-29.6%
CCCCCCCCN1C(=O)[C@H](CC(=O)NCc2ccc(OC)c(OC)c2)C[C@@]2(C(=O)OCC)CCCC=C12,-5.7%,i,18.4%,-38.2%[inhibitor],10µM*,u,u,x,u
COc1ccccc1/C=N/NC(=O)NC12CC3CC(CC(C3)C1)C2,20.3%,i,0.2%,i,u,7.3%,-3.1%,1.3%,-8.9%
COc1ccc(Cn2nnnc2C(c2cccs2)N2CCSCC2)cc1 (stereo not given),u,i,17.5%,-0.8%[57.5 µM],0.0%,14.3%,-4.1%,1.1%,29.4%
COc1cc(C(=O)NCCC(C)C)ccc1OCc1ccc(Cl)cc1Cl,12.2%,i,-1.0%,-19.7%,u,x,-13.5%,-1.3%,23.5%
Cc1cccc(C)c1NC(=O)CN(C)C(=O)c1ccc(-c2cccc(C(F)(F)F)c2)o1,-8.7%,i,2.0%,-14.0%,u,u,-6.1%,-0.6%,-18.7%
Cc1nc(CNC(=O)c2cc(COc3ccc(F)cc3Cl)on2)cs1,26.1%,i,4.2%,i,u,24.5%,-12.7%,2.4%,x
O=C(c1ccc(C(F)(F)F)cc1)C1CCCN(C(=O)CCc2cnccn2)C1 (stereo not given),-4.9%,i,2.3%,i,5.0%,7.5%,-0.2%,1.2%,-5.9%
C=CCOc1c(CNc2cccc(C(=O)O)c2)cccc1OC,11.7%,i,19.3%,i,15.2%,14.2%,-16.4%,0.3%,4.8%
CC(C)NC(=O)C1(C)CN(S(C)(=O)=O)CC(=O)N1CCCn1ccnc1 (stereo not given),-4.9%,i,-1.0%,-19.6%,21.2%,-12.8%,-3.8%,x,18.1%
CCCCOC(=O)Oc1ccc2c(=O)c(Oc3cc(C)cc(C)c3)coc2c1,22.5%,i,22.8%,-6.4%,19.8%,-20.0%,24.2%,0.7%,24.6%
CC(=O)N1CCC(C(=O)NCCOc2ccc(C)cc2)CC1,-3.1%,i,0.1%,i,-8.3%,-14.3%,-0.1%,-1.0%,20.1%
CC(C)Oc1cccc(-c2cc(C(=O)N3CCN(S(C)(=O)=O)CC3)c3ccccc3n2)c1,10.6%,i,3.6%,-10.2%,-19.4%,5.5%,-7.4%,-4.6%,12.8%
COc1ccc(NC(=O)CN(C)C(=O)CCCNC(=O)c2ccc(Cl)cc2)cc1,-6.3%,i,3.6%,i,5.8%,4.5%,-2.3%,0.1%,18.8%
Cc1ncc(NS(=O)(=O)c2ccc(N)cc2)nc1C,9.6%,i,11.0%,i,3.6%,-10.7%,-12.8%,x,16.6%

Continued.
Every second line gives: Abeta yeast res	Akt phos inh	aSyn rescue	PTHR1 ag	GLP-1R inv ag	FUS yeast rescue	GLP1R cytotox	Mm-Cpn inhibitor	TDP43 rescue
> Cc1c(NC(=O)c2ccc3c(c2)OCO3)cccc1-c1nc2ncccc2o1
  1.1%	i	2.4%	i	17.1%	-13.2%	2.5%	-26.2%	2.0%
> CC(NC(=O)COC(=O)C1CSC2(C)CCC(=O)N12)C12CC3CC(CC(C3)C1)C2 (stereo not given)
  5.2%	i	-5.3%	25.1%	0.1%[0.307 µM]	5.4%	14.7%[0.307 µM]	1.4%	-7.1%
> Cn1c(SC/C=C/c2ccccc2)nnc1-c1cnccn1
  -20.8%	i	12.9%	i	4.4%	0.3%	13.2%	-1.9%	13.5%
> CC1(c2ccc(Cl)cc2Cl)NC(=O)N(CC(=O)NCCC2=CCCCC2)C1=O (stereo not given)
  -1.1%	i	2.1%	-18.8%	u	20.8%	-30.2%	x	16.2%
> Cn1nnnc1SCC(=O)Nc1nc(-c2ccc(F)c(F)c2)cs1
  5.1%	i	1.2%	-32.1%[inhibitor]	-13.1%	31.2%	3.3%	-0.5%	11.2%
> CCOc1ccc(S(=O)(=O)N2CCc3cc(OC)c(OC)cc3C2)cc1
  6.2%	i	9.2%	-6.0%	-2.1%	x	-0.7%	-2.1%	u
> CCCNC(=O)c1c2c(nc3ccccc13)C(=O)N(C1CCCCC1)C2
  -19.9%	x	x	-15.5%	-9.7%	-2.8%	-5.5%	x	11.2%
> COc1ccc(-c2csc(NC(=O)CSCc3c(C)noc3C)n2)cc1OC
  17.4%	i	1.2%	-53.3%[inhibitor]	-29.2%	x	-7.3%	-4.7%	22.9%
> CC(Oc1cccc(Br)c1)C(=O)Nc1cccc(S(=O)(=O)N2CCOCC2)c1 (stereo not given)
  6.8%	i	2.0%	-25.9%	u	x	6.9%	1.0%	-5.3%
> Cn1nc(-c2ccc(Cl)cc2)cc1NC(=O)CSCC(=O)O
  5.6%	i	-0.3%	-7.0%	4.8%	13.7%	-1.0%	-0.1%	2.2%
> CC(C)Cc1oc(C(=O)O)cc1CN1CCOCC1
  -7.0%	i	-0.3%	i	4.1%	-15.7%	1.2%	2.7%	-17.7%
> Cc1ccc(S(=O)(=O)CCN2CCC(n3cccc3)CC2)cc1
  -14.7%	i	0.7%	i	16.1%	-2.5%	-20.6%	-6.5%	6.2%
> CC(=O)NC(c1cc(Cl)c2ccccc2c1O)C(C)C (stereo not given)
  -9.2%	x	x	i	x	-23.6%	x	-0.5%	x
> OC(c1cccc(Cl)c1)c1nc(-c2ccc(Cl)cc2)cs1 (stereo not given)
  -84.8%[inhibitor]	i	-53.6%[inhibitor]	-21.1%	u	17.2%	-2.0%	x	-86.4%[inhibitor]
> O=C1/C(=C/c2ccccn2)COc2ccccc21
  -30.8%	i	-22.0%	-34.6%[inhibitor]	21.7%	-20.8%	-3.1%	2.6%	u
> N#Cc1c(F)cccc1NCCCn1ccnc1
  7.7%	i	-1.2%	i	9.9%	-2.1%	4.5%	x	-11.7%
> Cc1ccc(NC(=O)C[n+]2ccn(C3=C([O-])c4ccccc4C3=O)c2)cc1
  -7.9%	i	-1.5%	i	13.6%[7.66 µM]	12.2%	-0.2%[7.66 µM]	-0.1%	-15.9%[9.22 µM]
> Nc1nc(NCc2ccccc2)n(-c2ccccc2)n1
  -5.1%	i	2.9%	i	3.4%	6.6%	14.3%	-0.7%	11.9%
> c1ccc(Cn2c(NCc3ccncc3)nc3ccccc32)cc1
  -2.1%	i	-2.7%	-14.8%	-23.0%	-2.8%	-16.2%	-1.5%	-10.9%
> CCOc1cc(-c2c(C)c(C)nc(N)c2C#N)ccc1O
  4.5%	i	3.6%	-18.4%[57.5 µM]	30.8%[activator]	-14.3%	1.4%	0.0%	12.1%
> COc1cc(OC)cc(C(=O)N2CC(=O)Nc3ccccc32)c1
  16.6%	i	4.0%	i	u	4.0%	u	-1.1%	0.2%
> COc1cc(CNc2ccc3[nH]c(=O)[nH]c3c2)cc(Br)c1OCc1ccccc1F
  -6.3%&-16.7%	i	3.5%	-48.7%[inhibitor]	12.0%&5.4%	4.1%&37.4%	-23.9%&-12.1%	-1.7%	0.8%
> CCc1cccc(NC(=O)CCc2nc3cccnc3n2Cc2ccc(OC)cc2)c1
  -12.5%	x	x	-61.6%[inhibitor]	-19.5%	4.9%	1.3%	x	11.2%
> CCOC(=O)c1ccc(NC(=O)Cn2ccc([N+](=O)[O-])n2)cc1
  -2.4%	i	-2.4%	-20.4%	1.1%	-1.7%	-2.4%	-2.1%	-13.3%
> CCC(=O)N1c2ccccc2CC1C(=O)N1CCN(c2cccc(Cl)c2)CC1 (stereo not given)
  -12.9%	x	x	-14.4%	1.7%	-9.7%	-9.6%	x	0.0%

Arranged by formula weight (lowest first): some entries from above.
Every second line gives: Abeta yeast res	Akt phos inh	aSyn rescue	PTHR1 ag	GLP-1R inv ag	FUS yeast rescue	GLP1R cytotox	Mm-Cpn inhibitor	TDP43 rescue
> CCOc1cc(-c2c(C)c(C)nc(N)c2C#N)ccc1O
  4.5%	i	3.6%	-18.4%[57.5 µM]	30.8%[activator]	-14.3%	1.4%	0.0%	12.1%
> COc1cc(OC)cc(C(=O)N2CC(=O)Nc3ccccc32)c1
  16.6%	i	4.0%	i	u	4.0%	u	-1.1%	0.2%
> COc1cc(CNc2ccc3[nH]c(=O)[nH]c3c2)cc(Br)c1OCc1ccccc1F
  -6.3%&-16.7%	i	3.5%	-48.7%[inhibitor]	12.0%&5.4%	4.1%&37.4%	-23.9%&-12.1%	-1.7%	0.8%

Only part of the results is shown; the hit share may differ from the screen's.
